# EPAC2 agonist: EPAC2 (human) agonism | Q8WZA2 | 360,000 compounds, 0.079% hits | EPAC2 activation, biochemical qHTS; response scale: 100% = 6.5 mM cAMP response | Potency, µM (doses to about 154 µM), for inactives: top-dose activation, usual class: activators; further: potency means the concentration at half of the fitted maximal effect; nearly all actives have a fitted effect of over 50% in size
#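 qHTS, titration series. 100 nM EPAC2 / 250 nM Rap1B-BODIPY-GDP / 50 uM GDP; RT; ex 480/em 540 nm, 5-min reads to 30 min. Norm. to 6.5 mM cAMP = activation.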
# CCT modulator: changes cytosolic chaperonin activity; activity change, % (concentration not given with the values), hits read low; purified chaperonin ATPase assay, HTRF ADP detection, 30 min; 360,000 compounds, 0.3% hits; in the data active means activity change below about -30%; further: on the % scale 0 is the no-effect control and ±100 the full control effect
#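 Nucleotide hydrolysis assay: TRiC at 20–40 nM final (set by batch activity) with 10 uM ATP, 30 min at 37 °C, in presence of 76 uM compound. Detection by competitive ADP HTRF, 30 min ambient.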
# EPAC1 antag: blocks human EPAC1 exchange factor. O95398. EPAC1 GEF assay, Rap1b-BODIPY-GDP exchange fluorescence. Potency, µM (top dose mostly 115 µM), for inactives: at the top dose activity change, negative = inhibition, usual class: inhibitors. 360,000 compounds, 0.14% hits;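 further: potency means the concentration at half of the fitted maximal effect; plate controls were vehicle for no effect and positive control for full effect; nearly all actives have a fitted effect of over 50% in size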
# Target sequence (O95398 whole entry, looked up): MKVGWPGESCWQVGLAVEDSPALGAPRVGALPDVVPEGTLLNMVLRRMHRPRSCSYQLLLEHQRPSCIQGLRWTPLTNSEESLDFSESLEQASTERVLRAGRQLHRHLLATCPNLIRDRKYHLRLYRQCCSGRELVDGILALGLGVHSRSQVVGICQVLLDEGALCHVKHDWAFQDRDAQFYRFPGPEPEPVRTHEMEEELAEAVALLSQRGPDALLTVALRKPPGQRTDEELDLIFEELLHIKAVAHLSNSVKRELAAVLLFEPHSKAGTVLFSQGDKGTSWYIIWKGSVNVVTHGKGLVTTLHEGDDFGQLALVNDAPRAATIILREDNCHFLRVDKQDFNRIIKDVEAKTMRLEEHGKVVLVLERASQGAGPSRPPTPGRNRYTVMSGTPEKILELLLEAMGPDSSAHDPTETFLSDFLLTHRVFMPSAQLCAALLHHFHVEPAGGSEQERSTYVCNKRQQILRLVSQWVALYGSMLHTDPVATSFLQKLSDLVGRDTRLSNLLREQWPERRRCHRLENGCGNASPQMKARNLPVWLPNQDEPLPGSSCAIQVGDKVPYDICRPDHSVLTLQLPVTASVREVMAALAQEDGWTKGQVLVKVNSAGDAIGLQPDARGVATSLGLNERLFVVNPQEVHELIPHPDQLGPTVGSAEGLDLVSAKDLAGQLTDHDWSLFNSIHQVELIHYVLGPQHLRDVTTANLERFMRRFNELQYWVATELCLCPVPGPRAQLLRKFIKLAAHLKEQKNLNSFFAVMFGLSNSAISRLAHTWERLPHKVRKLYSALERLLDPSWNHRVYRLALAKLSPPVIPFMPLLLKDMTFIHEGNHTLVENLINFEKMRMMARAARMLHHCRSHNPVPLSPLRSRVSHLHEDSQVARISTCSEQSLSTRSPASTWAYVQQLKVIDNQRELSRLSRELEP
# PLK1 PBD block: inhibitors of human PLK1 polo-box domain binding | P53350 | Plk1 PBD binding of FITC phosphopeptide, fluorescence polarization | 360,000 compounds, 2.8% hits | AID 720504 | Potency, µM, for inactives: max response, negative = inhibition, usual class: inhibitors; further: potency means the concentration at half of the fitted maximal effect; series mostly up to about 57 µM; on the % scale 0 is the no-effect control and ±100 the full control effect; nearly all actives have a fitted effect of over 65% in size
# IL-2 act: activators of IL-2 | IL-2 activation reporter assay, cell-based qHTS; stimulated with anti-CD3/CD4/CD28 beads; in transgenic mouse T cells | activation, % (series mostly up to about 46 µM) | 360,000 compounds, 0.065% hits; in the data active means activation above about 50%; inconclusive means mostly about 30% to 49%; further: 0% is about no effect
#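 EGFP and DsRed fluorescence is measured by plate cytometry in unstimulated transgenic mouse T cells exposed to compound for 60 minutes, then stimulated 18 hours at 37 degrees C with anti-CD3/anti-CD4 beads plus anti-CD28.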
# PI5P4Ka inh: inhibitors of human PI5P4K alpha; P48426; PI5P4Kalpha enzyme, ADP-Glo luminescence, 60 min; active compounds read low; max response, %; 330,000 compounds, 1.2% hits; active means max response of -50% or lower; inconclusive means between -30% and -50%; inactive means -30% or higher; further: value at the top dose of about 77 µM; on the % scale 0 is the no-effect control and ±100 the full control effect
#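 Single end-point luminescence (ADP-Glo) quantified ADP from PI5P4Kalpha turnover; ATP 5 microM final, 1 h at RT, 0.1% CHAPS and 0.28 mM EGTA in HEPES pH 7.4.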
# WRN inhibitor: blocks human WRN helicase. WRN helicase unwinding, fluorescent forked duplex, kinetic. AID 651768. Q14191. Potency, µM (titrated, usually from 114 µM), without a hit: at the top dose activity change, negative = inhibition, most hits filed as inhibitors. 360,000 compounds, 0.46% hits; further: potency means the concentration at half of the fitted maximal effect; on the % scale 0 is the no-effect control and ±100 the full control effect; nearly all actives have a fitted effect of over 55% in size
#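 Kinetic fluorescence helicase assay: unwinding of a quenched forked DNA duplex (100 nM final) with 2 mM ATP final raises red fluorescence (525/598 nm). Compounds sat 15 min at room temperature with 20 nM WRN beforehand.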
# EPAC1 ag: agonists of human EPAC1; O95398; EPAC1 agonist qHTS, biochemical assay; response scale: 100% = response to 6.5 mM cAMP; Potency, µM (doses to about 154 µM), without a hit: top-dose activation, usual class: activators; 360,000 compounds, 0.073% hits; further: potency means the concentration at half of the fitted maximal effect; nearly all actives have a fitted effect of over 60% in size
#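 EPAC1 100 nM, Rap1B–BODIPY-GDP 250 nM, unlabeled GDP 50 uM; compound titration; 5 min RT; kinetic read ex480/em540 at 5-min intervals ×30 min; data normalized to 6.5 mM cAMP agonist control.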
# * marks the source's active call; other numbers are inactive results; u = inconclusive; x = not tested or not shown; [ ] = remark or other dose. Unless noted, the call rests on the fitted dose curve; in most records, active means well fitted curve in the direction sought with a large enough effect; inconclusive means small, poorly fitted or top-dose-only effect, or another doubt; inactive means no such curve, though single readings can be large; an effect the other way counts as inactive or inconclusive. Some of the compounds tested (hit frequency here may not be typical).
SMILES,EPAC2 agonist,CCT modulator,EPAC1 antag,PLK1 PBD block,IL-2 act,PI5P4Ka inh,WRN inhibitor,EPAC1 ag
O=C(NC1CCCC1)c1cccc(S(=O)(=O)Nc2ccccc2F)c1,2%,1.1,5%,-10%,-0.4,-1,-3%,4%
O=C(COc1ccc(Cl)cc1Cl)Nc1ccccc1NS(=O)(=O)c1cccs1,0%,1.4,-13%,-18%,-0.4,-3,-13%,1%
CC(C)(Oc1ccc(Cl)cc1)C(=O)Nc1cccc(S(=O)(=O)NC2=NCCC2)c1,1%,0.6,6%,7%,-0.5,3,-3%,1%
Cc1ccc(OC(=O)c2ccc(S(=O)(=O)N(C)C)cc2)c(-n2nc3ccccc3n2)c1,7%,-1.9,-13%,-2%,26,x,-16%,14%
CCOC(=O)C1=CCN(S(=O)(=O)c2ccccc2C)C1c1ccc(C)cc1 (stereo unspecified),16%,-1.3,-23%,3%,-0.8,0,-9%,-4%
Cc1ccc(NC(=O)COc2ccc(N3CC(C(N)=O)CC3=O)cc2)c(C)c1 (stereo unspecified),3%,-0.2,9%,-5%,-0.9,-8,3%,4%
O=C(CSc1nc2ccccc2[nH]1)N/N=C/C=C\c1ccccc1[N+](=O)[O-],23%,-5.3,-12%,-9%,1.3,-6,-10%,10%
COc1ccc(Cn2c(N)c(C#N)c3nc4ccccc4nc32)cc1OC,12%,0.7,-9%,12%,0.0,0,-15%,3%
CCCCCc1ccc(-c2cn(Cc3ccc(C)cc3)nn2)cc1,-10%,-4.4,16%,1%,-0.5,-5,8%,7%
COc1cc(NC(=O)Cn2c(=O)n(CC3CCCO3)c(=O)c3ccccc32)cc(OC)c1 (stereo unspecified),21%,0.5,-3%,-15%,-0.6,-5,4%,1%
CCc1cc(-c2n[nH]c(=S)n2-c2cccc(C)c2)cs1,-2%,-1.7,3%,-15%,-4.3,x,-14%,-6%
CSc1nc(-c2ccco2)cc(-c2ccccc2)c1C#N,1%,-0.8,-23%,-14%,-2.9,6,-8%,-3%
O=C(NN1C(=O)c2ccccc2NC1c1ccc([N+](=O)[O-])o1)c1ccccc1 (stereo unspecified),5%,-5.2,2%,7%,2.3,1,-15%,6%
CCC(C)(C#CCN1CCCCC1)OC(C)=O (stereo unspecified),4%,1.4,15%,-13%,-3.9,2,9%,-2%
Cc1cccnc1C(NC(=O)C1CCN(CCCOc2ccccc2)CC1)c1ccc(F)cc1 (stereo unspecified),4%,0.7,-26%,-2%,-0.2,0,-10%,11%
Cc1ccc(S(=O)(=O)N2CCCOC2CNC(=O)C(=O)NC2CCCCC2)cc1 (stereo unspecified),-1%,-1.2,-9%,1%,1.4,2,-4%,-4%
CCN(CC)C(=O)c1cccc(-c2csc(C(O)c3ccc(OC)cc3)n2)c1 (stereo unspecified),3%,1.5,-10%,1%,-1.0,-1,-4%[57.1 µM],-3%
Cc1ccccc1S(=O)(=O)NCc1cccnc1,3%,1.9,2%,-5%,0.4,2,3%,-2%
CCCc1ccc(OCCNC(=O)c2ccco2)cc1,7%,2.6,3%,-3%,-3.9,6,12%,-4%
COc1cccc2c(O)cc(=O)n(C)c12,1%,-1.8,3%,-7%,0.4,-6,2%,-4%
COc1ccc(NC(=O)CN(C)C(=O)CCCNC(=O)c2ccc(Cl)cc2)cc1,2%,-3.7,3%,2%,-3.8,9,-6%,-1%
CC(=O)N1CCN(c2ccc(NC(=O)c3ccc4c(c3)OCCO4)cc2)CC1,13%,-1.5,0%,-12%,-0.2,x,-5%,14%
CCOC(=O)N1CCC(=NNc2nc(C)cc(=O)[nH]2)CC1,7%,-1.7,-1%,-13%,-0.2,1,-4%,-2%
Nc1c(C=C2C=CC(=O)C=C2)c(=O)nc2sc(CC(=O)N3CCCC3)nn12,2%,1.4,-24%,-3%,-3.4,-13,0%[11.6 µM],-7%
CCCN1CCC(=O)N([C@H](CSc2ccc(C)cc2)CC(C)C)CC1,2%,-1.7,5%,-12%,-0.8,1,8%,-5%

# In the list so far, 2 have a thiophene ring, fused or not.
SMILES,EPAC2 agonist,CCT modulator,EPAC1 antag,PLK1 PBD block,IL-2 act,PI5P4Ka inh,WRN inhibitor,EPAC1 ag
O=C(COc1ccc(Cl)cc1Cl)Nc1ccccc1NS(=O)(=O)c1cccs1,0%,1.4,-13%,-18%,-0.4,-3,-13%,1%
CCc1cc(-c2n[nH]c(=S)n2-c2cccc(C)c2)cs1,-2%,-1.7,3%,-15%,-4.3,x,-14%,-6%

# Continued.
SMILES,EPAC2 agonist,CCT modulator,EPAC1 antag,PLK1 PBD block,IL-2 act,PI5P4Ka inh,WRN inhibitor,EPAC1 ag
CCCCn1c(N)c(N(CCOC)C(=O)C2CCN(C(=O)c3ccc(F)cc3)CC2)c(=O)[nH]c1=O,-6%,-1.0,12%,-5%,-1.7,-6,12%,1%
CC(NC(=O)c1ccccc1F)c1nnc(SCC(=O)N2CCN(c3ccccc3)CC2)n1C (stereo unspecified),-7%,0.0,20%,1%,-4.3,-6,6%,-4%
CSc1ccccc1NC(=S)Nc1cccc(C(F)(F)F)c1,-7%,0.5,5%,-7%,0.9,3,5%,0%
Cc1oc2c(CN3CCCCC3)c(O)ccc2c(=O)c1-c1ccc(Br)cc1,3%,-1.9,-10%,-7%,-0.7,1,10%,4%
Cc1ccc(OC(=O)c2ccc(N3CCOCC3)c([N+](=O)[O-])c2)cc1,13%,1.8,9%,-3%,-0.6,12,-5%,24%
O=S(=O)(c1ccc(C2=CSC3=NCCN23)cc1)N1CCOCC1,12%,-4.6,-2%,-21%,-0.3,-24,-4%,0%
Cc1ccsc1/C=N\NC(=O)c1ccc2c(c1)OCO2,4%,-3.4,-6%,-14%,-0.2,7,-9%,-10%
N#CCc1nc(CSc2nc3ccccc3o2)cs1,8%,-0.6,-1%,-22%,-1.7,x,-2%,6%
CC1CC(C)CN(CCCNC(=O)c2ccc3c(c2)NC(=O)C(N2CCCCC2)S3)C1 (stereo unspecified),-3%,-4.3,10%,-10%,-0.8,-9,3%,-6%
Cc1c(C(=O)N2CCN(c3ccc(F)cc3)CC2)sc2nc3n(c(=O)c12)CCC3,-3%,-1.6,-19%,21µM*,-2.8,-19,0%,10%
Cc1nnc(SCC(=O)NCc2ccccc2)[nH]c1=O,4%,0.6,0%,-8%,-0.4,x,-15%,2%
Cc1[nH]c(=O)[nH]c1C(=O)CCCCC(=O)OCC(=O)Nc1ccccn1,-8%,-4.5,5%,-6%,-0.4,3,4%,14%
O=C1c2ccccc2NC(c2cccnc2)N1c1ccccc1F (stereo unspecified),5%,-0.5,0%,-18%,-3.1,-2,4%,4%
CC(C)(C)n1nnnc1C(c1cccnc1)N1CCN(C2CCCCC2)CC1 (stereo unspecified),3%,-2.1,7%,4%,-2.0,x,2%[57.1 µM],0%
CCCN(Cc1ccc(N(C)C)cc1)CC1CC1,2%,1.3,-3%,-6%,0.2,x,-7%,0%
Cc1cc(NC(=O)CCC(=O)N(Cc2ccco2)C(C(=O)NC2CCCC2)c2ccccc2)no1 (stereo unspecified),14%,-0.4,8%,-13%,2.2,5,3%,5%
COc1ccccc1C(=O)Nc1c2c(nn1-c1cccc(C)c1C)CS(=O)(=O)C2,-1%,1.9,0%,-3%,-3.6,x,-11%,-2%
COc1cccc2c1OCC(C(=O)O)C2 (stereo unspecified),8%,-0.2,-17%,-10%,-0.1,2,-25%,13%
CCOc1ccc(N(CC(=O)NCCc2ccccc2)S(=O)(=O)c2ccccc2)cc1,6%,-5.4,-5%,-9%,0.9,-4,4%,-5%
Cc1c(NC(=O)c2ccccc2)cccc1[N+](=O)[O-],0%,0.8,-13%,-4%,-0.4,-1,-1%,3%
Cc1cc(N2CCN(Cc3nc(-c4ccc(Cl)cc4)oc3C)CC2)cc(C)n1,-4%,-0.2,-20%,-6%,-2.9,2,12%,8%
O=C(NNc1ncccc1-n1cccc1)c1ccc(Cl)cc1,7%,-0.8,2%,-2%,-3.1,3,-2%,13%
CC(=O)COc1cccc2ccc(/C=C/c3ccc(Br)s3)nc12,13%,-5.8,u,1%,-0.4,0,-13%,-3%
Oc1ccc(-c2nc3ncccn3c2Nc2ccc3c(c2)OCO3)cc1,4%,0.1,0%,-12%,-1.2,-14,-3%,2%
O=C(CSc1ccccc1)Nc1ccc(NC(=O)c2ccco2)cc1,4%,1.2,5%,-5%,-1.5,x,-11%,-5%

# The list goes on:
SMILES,EPAC2 agonist,CCT modulator,EPAC1 antag,PLK1 PBD block,IL-2 act,PI5P4Ka inh,WRN inhibitor,EPAC1 ag
Cc1ccc(SCc2nc3ncccn3c2Br)cc1,6%,0.3,-24%,-12%,-2.3,-13,1%,-12%
COC(=O)c1ccc(/C=C/c2nc3ccccc3c(=O)[nH]2)cc1,0%,0.8,1%,-6%,-0.3,0,-7%,6%
COc1ccc(NC(=O)O/N=C/c2ccc(Br)cc2)cc1,11%,-1.0,-9%,-11%,0.0,-1,-1%[57.1 µM],13%
O=C(NC1(C(=O)NC2CCCCC2)CCCCC1)c1ccccn1,9%,-1.4,8%,-6%,-1.9,-3,9%,0%
O=C(CSc1nnc(-c2ccncc2)o1)N1CCCCCC1,7%,-1.7,-10%,-10%,-2.8,1,2%,5%
COc1ccc(-c2nc(C(=O)NCCCN3CCOCC3)cc3c2[nH]c2ccccc23)cc1OC,4%,-1.2,-3%,-19%,0.8,2,-11%,-14%
CCc1ccc(NC(=S)N2CCC(NC(=O)C3CCCCC3)CC2)cc1,3%,2.1,9%,5%,0.8,-2,7%,-6%
COC(=O)[C@@]12C[C@@H](CC(=O)N3CCCCC3)C(=O)N(Cc3cccc4ccccc34)C1=CCC(C)(C)C2,3%,x,-7%,3%,-0.7,0,-2%,0%
S=c1[nH]nc(COc2ccccc2)n1/N=C/c1ccc(Br)s1,-1%,-0.7,-10%,u,-0.4,-2,-13%,16%
COc1ccc(OC)c(C(=O)c2ccc(C(=O)N3CCCCC3)cc2)c1,14%,-1.5,8%,-9%,-0.9,x,-8%,3%
CCOc1ccc(-n2nc3c(SCCN4CCCC4)nnc(C)c3c2C)cc1,3%,-0.3,-1%,-13%,-5.2,-8,16%,7%

# 3 entries from above in another layout:
# Values run as follows: EPAC2 agonist | CCT modulator | EPAC1 antag | PLK1 PBD block | IL-2 act | PI5P4Ka inh | WRN inhibitor | EPAC1 ag
- COC(=O)c1ccc(/C=C/c2nc3ccccc3c(=O)[nH]2)cc1
  0% | 0.8 | 1% | -6% | -0.3 | 0 | -7% | 6%
- O=C(NC1(C(=O)NC2CCCCC2)CCCCC1)c1ccccn1
  9% | -1.4 | 8% | -6% | -1.9 | -3 | 9% | 0%
- COC(=O)[C@@]12C[C@@H](CC(=O)N3CCCCC3)C(=O)N(Cc3cccc4ccccc34)C1=CCC(C)(C)C2
  3% | x | -7% | 3% | -0.7 | 0 | -2% | 0%

# Bioassay records deposited in PubChem by National Center for Advancing Translational Sciences (NCATS).
